Assay outcomes deposited in PubChem by National Center for Advancing Translational Sciences (NCATS).
Shiga toxin inh – A qHTS for Small Molecule Inhibitors of Shiga Toxin; Vero cells, Shiga toxin protein synthesis inhibition reporter; inhibition, % at 38.7 µM; actives 9.2% (n = 290,000); in the data active = inhibition mostly above about 28%, no sharp cut-off; inactive = mostly below about 43%; note: 0% is about no effect
Giardia FBPA inh – qHTS Assay for Inhibitors of Fructose-1,6-bisphosphate Aldolase from Giardia Lamblia | actives 0.71% (n = 290,000) | AID 2451, 2010 | Potency, µM (titrated, usually from 59.6 µM), for inactives: at the top dose activity, negative = inhibition, most hits filed as inhibitors | A8B2U2 | purified Giardia FBPA; note: potency is the fitted concentration of half-maximal effect; % is set by controls: 0 for no effect and ±100 for the full control effect; nearly all actives have a fitted effect of over 55% in size
Target sequence (A8B2U2 whole entry, looked up): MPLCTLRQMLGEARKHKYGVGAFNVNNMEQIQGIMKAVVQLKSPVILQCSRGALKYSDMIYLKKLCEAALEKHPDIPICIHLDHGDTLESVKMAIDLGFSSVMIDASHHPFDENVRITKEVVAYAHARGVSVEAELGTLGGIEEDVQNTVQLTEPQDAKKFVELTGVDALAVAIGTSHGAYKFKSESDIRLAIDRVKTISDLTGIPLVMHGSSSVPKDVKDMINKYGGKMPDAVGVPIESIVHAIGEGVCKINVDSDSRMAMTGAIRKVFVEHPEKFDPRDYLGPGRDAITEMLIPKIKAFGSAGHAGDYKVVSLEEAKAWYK
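Giardia FBPA (40 nM reagent) was preincubated 10 min at RT with compound (up to 57.5 uM final), then substrate plus GAPDH/TPI/NAD/arsenate coupling system with diaphorase/resazurin was added; resorufin fluorescence (525/598 nm) was read after 20 min.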
Pf growth 96h – Primary qHTS for delayed death inhibitors of the malarial parasite plastid, 96 hour incubation. P. falciparum luciferase reporter growth, 96 h. Potency, µM (doses to about 28.7 µM), inactives show at the top dose activity change, negative = inhibition, actives largely listed as inhibitors. actives 6.9% (n = 320,000). AID 504834, 2011; note: potency is the fitted concentration of half-maximal effect; % is set by controls: 0 for no effect and ±100 for the full control effect
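Luminescence readout: decreased luciferase signal marks inhibited growth of reporter-expressing P. falciparum in infected red cells (2% hematocrit, 0.05% parasitemia final), exposed to compound two generations (96 h, 37 C, 5% CO2).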
Cycloheximide cs – Cycloheximide Counterscreen for Small Molecule Inhibitors of Shiga Toxin. max response, %. actives 12% (n = 300,000). cell reporter, cycloheximide protein synthesis inhibition counterscreen. AID 2314, 2010; in the data active = max response mostly above about 13%, no sharp cut-off; inactive = mostly below about 14%; note: read at 38.3 µM for the half of the compounds with a filed dose; 0% is about no effect
Sm TGR block – qHTS Assay for the Inhibitors of Schistosoma Mansoni Peroxiredoxins; Schistosoma mansoni thioredoxin glutathione reductase (TGR), Q962Y6; purified TGR, DTNB reduction, TNB absorbance 405 nm; Potency, µM (titrated, usually from 114 µM), inactives show at the highest dose activity change, negative = inhibition, most hits filed as inhibitors; actives 3% (n = 360,000); AID 485364, 2010; note: potency is the fitted concentration of half-maximal effect; % is set by controls: 0 for no effect and ±100 for the full control effect; nearly all actives have a fitted effect of over 60% in size
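TGR 20 nM + NADPH 100 uM (dispensed conc.), cpd preinc 15 min RT; start with NADPH (500 uM addition) then DTNB (15 mM addition). Kinetic TNB absorbance, 405 nm filter. Four-parameter Hill fit across titration.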
Pf growth 48h – Primary qHTS for delayed death inhibitors of the malarial parasite plastid, 48 hour incubation; P. falciparum luciferase growth in erythrocytes, 48 h; Potency, µM (highest dose often 28.7 µM), for the others: top-dose activity change, negative = inhibition, actives largely listed as inhibitors; actives 5.9% (n = 310,000); AID 504832, 2011; note: potency is the fitted concentration of half-maximal effect; % is set by controls: 0 for no effect and ±100 for the full control effect
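Here the parasites carry a stable luciferase gene and grow inside erythrocytes in Albumax-based RPMI medium with compound for one erythrocytic cycle. Activity is scored as loss of luminescent signal.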
An asterisk follows results filed as active; ? = inconclusive; / = no result given; & = joins results of further samples; [ ] = remark or other dose. Unless noted, calls come from the whole dose curve; as a rule, active = well fitted curve in the direction sought with a large enough effect; inconclusive = small, poorly fitted or top-dose-only effect, or another doubt; inactive = no such curve, though single readings can be large; an effect the other way counts as inactive or inconclusive.

The opening 2 compounds, to show the layout:
SMILES	Shiga toxin inh	Giardia FBPA inh	Pf growth 96h	Cycloheximide cs	Sm TGR block	Pf growth 48h
Cc1ccc(-n2c(C)nn(CC#N)c2=O)cc1	-8.9	1.2%	36.9%	4.2	-0.7%	?
NC(N)=NCCCC(NC(=O)c1ccccc1)C(=O)Nc1ccc([N+](=O)[O-])cc1 (stereo unspecified)	/	/	9.28µM*	/	1.8%	?

The whole of this part, repeating the preview:
SMILES	Shiga toxin inh	Giardia FBPA inh	Pf growth 96h	Cycloheximide cs	Sm TGR block	Pf growth 48h
Cc1ccc(-n2c(C)nn(CC#N)c2=O)cc1	-8.9	1.2%	36.9%	4.2	-0.7%	?
NC(N)=NCCCC(NC(=O)c1ccccc1)C(=O)Nc1ccc([N+](=O)[O-])cc1 (stereo unspecified)	/	/	9.28µM*	/	1.8%	?
CN(C)C(CNC(=O)c1cc(S(=O)(=O)N(C)c2ccc(F)cc2)ccc1Cl)c1ccco1 (stereo unspecified)	/	/	?	/	-21.8%	-18.3%
CNC(=O)C1(C)C=CCN1C(=O)c1ccccc1 (stereo unspecified)	-13.9	3.2%&2.2%	-6.4%	-2.9	-12.7%	9.0%
Cc1ccc(S(=O)(=O)N2CCCC2C(=O)N(C)Cc2cccs2)cc1 (stereo unspecified)	6.9	13.7%	?	4.3	-3.7%	?
O=C(O)Cn1c2c(c3ccccc31)CCCC2	18.1	-6.6%	225.9%[activator]	2.7	-22.2%	2.3%
Cc1cc(C)cc(NC(=O)COc2coc(CN3CCc4ccccc4C3)cc2=O)c1	/	/	?	/	4.1%	-0.5%
Cc1ccc(S(=O)OCC(=O)Nc2cc(Cl)ccc2N2CCOCC2)cc1 (stereo unspecified)	-3.0	-9.1%	6.5%	-4.2	-3.2%	?
COc1ccccc1-c1oc2ccccc2c1-c1ccc2cc[nH]c2c1	/	/	?	/	?	2.08µM*
CC(OC(=O)c1nsc(Cl)c1Cl)C(=O)NC(C)(C)C (stereo unspecified)	-1.8	0.0%	?	-2.0	-0.4%	4.8%
COc1c(O)ccc2c1CN1CCc3cc4c(cc3C1C2)OCO4 (stereo unspecified)	2.1	?	3.29µM*	-3.1	?	1.85µM*
NS(=O)(=O)c1ccc(CCNS(=O)(=O)c2ccc(Cl)cc2)cc1	-6.8	-4.3%	?	-3.9	-5.8%	0.0%
C/C(N)=C(/C#N)C(=O)COC(=O)c1ccc(OCC2CCCO2)cc1 (stereo unspecified)	50.3*	3.9%	-2.7%	22.2*	-13.3%	29.3%
NC(=O)c1cc([N+](=O)[O-])ccc1NCc1ccc(C(=O)O)cc1	/	/	39.5%[activator]	/	0.6%	-3.4%
Cc1cccc(OCC(=O)Nc2cc(S(=O)(=O)N3CCOCC3)ccc2N2CCCC2)c1C	/	/	7.38µM*	/	2.8%	4.15µM*
CCn1c(-c2cc(-c3cc(OC)ccc3OC)nc3ccccc23)n[nH]c1=S	-11.0	3.3%	0.37µM*	10.5	-5.5%	/
COc1ccc(C)cc1S(=O)(=O)N1CCCC(C(=O)N2CCOCC2)C1 (stereo unspecified)	-5.9	0.4%	2.9%	-2.2	-1.0%	41.9%[activator]
Cc1cc(NC(=O)Cn2nnc(-c3ccccc3NC(=O)c3ccccc3F)n2)no1	11.6	9.2%	?	12.0	2.6%	?
Cc1nn2c(N)c(-c3ccccc3)cnc2c1-c1ccccc1	31.2	-12.2%	58.0%[activator]	16.6*	-23.1%	42.7%[activator]
NC(=O)C1(c2ccccc2)OC1c1ccccc1 (stereo unspecified)	/	/	-3.0%	/	4.8%	-3.2%
O=C(Sc1ccc(Cl)cc1)c1cccc(Cn2cc(C(F)(F)F)ccc2=O)c1	-6.0	-3.3%	0.1%	0.6	20µM*	0.0%
Cc1c(N=c2scc(-c3ccccc3)n2C)c(=O)n(-c2ccccc2)n1C	31.3	4.6%	165.5%[activator]	9.9	0.2%	-4.7%
CC1CCCCC1NC(=O)c1ccncc1 (stereo unspecified)	-13.1	-6.0%	-1.2%	-2.1	5.0%	2.2%
CC(C)(C)NC(=O)CN(C(=O)c1csnn1)c1cccc2c1CCCC2	12.1	-0.4%	?	5.9	3.3%	-5.0%
CC1=C(C(=O)Nc2ccc(C(=O)NCCCN3CCCCC3)cc2)SCCO1	18.5	/	?	-9.3	-0.1%	6.1%
SMILES	Shiga toxin inh	Giardia FBPA inh	Pf growth 96h	Cycloheximide cs	Sm TGR block	Pf growth 48h
CCCCN1CCC[C@H]1CNC(=O)c1cc(C#N)c2ccccc2c1OC	-8.3	-5.9%	/	7.0	/	/
Cc1ccc(NC(=O)COC(=O)c2ccc(S(=O)(=O)NCc3ccco3)cc2)cc1	/	/	-12.0%	/	-5.2%	25.9%
COc1ccc(NS(=O)(=O)c2ccc(C)c(C(=O)NCC(c3ccco3)N(C)C)c2)cc1 (stereo unspecified)	/	/	-22.4%	/	-24.5%	-5.8%
O=C(CN1CCN(c2ccccn2)CC1)Nc1ccc(F)cc1F	50.5*	7.9%	15.0%	19.7*	12.4%	21.2%
CC(=O)N(c1ccc(Cl)cc1)c1cn(C(C)=O)c2ccccc12	5.2	2.9%	-21.9%[5.75 µM]	-7.4	6.6%	-1.7%
CCOc1cccc(OCCOc2ccccc2[N+](=O)[O-])c1	-18.3	-3.9%	?	3.6	0.2%	?
O=C1/C(=C/c2ccc(O)c(O)c2)Oc2cc(O)ccc21	6.4	-16.7%	-14.0%	-2.0	?	-2.2%
COc1cccc(S(=O)(=O)NCc2ccc(C(=O)NCC3CCCO3)cc2)c1 (stereo unspecified)	45.5*	5.1%	27.8%	22.0	-8.9%	21.7%
Cc1ccc(S(=O)(=O)NCCNC(=O)c2cc(OCC(F)(F)F)ccc2OCC(F)(F)F)cc1	-22.1	4.7%	?	6.8	17.9%	?
CC(C)C(=O)OCC(=O)NCc1ccccc1Cl	28.2	3.8%	2.9%	29.2*	19.8%	19.2%
C=CCn1nnnc1SCC(=O)Nc1ccc(C(=O)OC)cc1	42.8	/	?	17.6	0.6%	25.3%
Cc1ccc(C(=O)NNC(=O)C(C)Sc2nc(N)cc(N)n2)cc1 (stereo unspecified)	-11.6	7.6%	145.1%[activator]	-2.4	-17.4%	1.1%
CC1(O)c2ccccc2C(=O)N1Cc1ccccc1 (stereo unspecified)	11.2	-6.6%	0.7%	-0.1	0.8%	-1.9%
Nc1nc(CN2CCN(c3ccccc3F)CC2)nc(N2CCCc3ccccc32)n1	-10.0	-3.8%	-1.8%	-1.0	/	-28.6%
Cn1cc([N+](=O)[O-])c(C(=O)NC2CCCC2)n1	-8.7	5.5%	?	5.6	0.0%	6.5%
COc1cccc(COc2ccccc2C2Nc3ccc(Br)cc3C(=O)N2NC(=O)c2ccncc2)c1 (stereo unspecified)	13.8	-0.7%	?	18.5	3.9%	?
Cc1cccc(-c2noc(CN(C)C(=O)c3ccoc3C)n2)c1	60.5*	-9.2%	-7.9%	10.6	2.1%	10.5%
N/C(=N\OC(=O)C1CC1)c1ccc([N+](=O)[O-])s1	13.1	7.1%	6.57µM*	10.1	-29.6%	?
Cc1ccc(Cl)cc1NC(=O)C(=O)N1CCCCC1	22.5	1.2%	63.2%[activator][5.75 µM]	-2.8	12.2%	20.9%
CCOC(=O)c1ccc(NC(=O)Cn2c(-c3nonc3N)nc3ccccc32)cc1	-3.1	-2.6%	64.3%[activator]	11.7	-10.3%	-18.1%
O=C(/C=C/c1ccc(O)c(O)c1)OC1C(O)CC(OC(=O)/C=C/c2ccc(O)c(O)c2)(C(=O)O)CC1O (stereo unspecified)	1.4	-25.3%	23.6%	13.4	-12.2%	31.2%[activator]
CC(C)(C)c1ccc(OCCC(=O)NCCc2ccc(S(N)(=O)=O)cc2)cc1	-12.3	/	-19.4%	-2.6	-15.8%	-0.2%
CCC(C)c1ccccc1NC(=O)C(C)N(C)Cc1cccc(OC)c1 (stereo unspecified)	24.2	19.9µM*	?	-1.5	1.9%	?
COC(=O)/C=C1/SC(=NC(=O)c2ccc(F)cc2)NC1=O	-18.4	2.0%	-3.0%	-2.0	-23.6%	-20.1%
COc1cccc(NC(=O)CN(C)C(=O)c2ccc(N3CCOCC3)c([N+](=O)[O-])c2)c1	/	/	-3.0%	/	2.4%	7.3%

Sorted by heavy-atom count (high to low): three of the compounds above.
SMILES	Shiga toxin inh	Giardia FBPA inh	Pf growth 96h	Cycloheximide cs	Sm TGR block	Pf growth 48h
Cc1ccc(S(=O)(=O)NCCNC(=O)c2cc(OCC(F)(F)F)ccc2OCC(F)(F)F)cc1	-22.1	4.7%	?	6.8	17.9%	?
Cc1ccc(NC(=O)COC(=O)c2ccc(S(=O)(=O)NCc3ccco3)cc2)cc1	/	/	-12.0%	/	-5.2%	25.9%
Cn1cc([N+](=O)[O-])c(C(=O)NC2CCCC2)n1	-8.7	5.5%	?	5.6	0.0%	6.5%

Next compounds:
SMILES	Shiga toxin inh	Giardia FBPA inh	Pf growth 96h	Cycloheximide cs	Sm TGR block	Pf growth 48h
NC(=O)c1ccccc1NC(=O)COc1ccc(Cl)cc1	90.4*	1.8%	177.4%[activator]	28.9*	3.7%	107.9%[activator]
Cc1ccc(C(=O)N(CC(=O)NC2CCCC2)c2ccc(F)cc2)s1	-7.4	6.7%	8.9%	-2.4	-0.6%	-0.1%
O=C(CCC(=O)Nc1ccccc1)NNS(=O)(=O)c1ccc(Cl)cc1	-8.1	/	-11.3%	0.8	1.9%	2.0%
O=c1[nH]c(-c2ccncc2)nc2ccccc12	-2.0	-0.7%	7.38µM*	-2.9	0.0%	32.9%
Cc1cc(C)c2cc(CN(Cc3ccc4c(c3)OCO4)Cc3nnnn3Cc3ccco3)c(=O)[nH]c2c1	-9.0	-10.3%	?	0.5	39.8µM*	?
CN(C1CC(C)(C)NC(C)(C)C1)S(=O)(=O)CC12CCC(CC1=O)C2(C)C (stereo unspecified)	-9.8	1.6%	15.1%	0.5	13.2%	0.6%
COc1ccc(OC)c(C2=NOC(C(=O)Nc3c(C)n(C)n(-c4ccccc4)c3=O)C2)c1 (stereo unspecified)	2.1	3.2%	-0.4%	-3.6	5.0%	-7.5%
C=CCN1CCN(C(c2ccc(Cl)cc2)c2nnnn2CCc2ccc(OC)c(OC)c2)CC1 (stereo unspecified)	-4.4	3.2%	-4.2%	-4.4	-5.7%	?
O=C(NCc1ccncc1)c1ccc(Cn2cc(C(F)(F)F)ccc2=O)cc1	-6.1	-3.4%	?	1.2	-3.0%	5.7%
CCOC(=O)/C(C#N)=C/C1=C(N2CCCC2)CC(C)(C)OC1	-7.3	-4.6%	-28.1%	-2.3	-15.2%	/
COc1ccc(CSC2=NCCN2)cc1Cl	-12.3	-16.5%	/	-7.4	-11.1%	/
C=CCn1c(SCC(=O)Nc2ccc(F)cc2)nnc1-c1cnccn1	1.5	/	-18.2%	-1.3	0.0%	8.6%
Cc1cccc(-c2nnc3sc(-c4ccccc4C)nn23)c1	45.8*	3.8%	/	11.2	-3.1%	?
CCC(=O)Nc1ccc(/C=C(\C(C)=O)C(=O)c2ccccc2)cc1	2.2	4.7%	-2.3%	1.4	-28.9%	?
COc1ccc(C2/C(=C(/O)c3ccccc3)C(=O)C(=O)N2CC(C)O)c(OC)c1 (stereo unspecified)	-8.8	-15.1%	-2.2%	-2.2	5.7%	-2.4%
Cc1c(C=O)c2ccccc2n1Cc1cccc(F)c1	-4.7	6.8%	?	-4.5	-18.3%	?
CN1CCN(CC(=O)n2c3c(c4ccccc42)CCCC3)CC1	6.3	?	6.4%[5.75 µM]	-4.7	-13.3%	-10.3%
C/C(=N\O)c1sc(-c2ccccc2)nc1C	98.4*	-0.6%	/	46.1*	0.6%	478.1%[activator]
